High-throughput results: PubChem BioAssay, National Center for Advancing Translational Sciences (NCATS)
RXFP1 antagonist: qHTS Assay for Antagonists of the Relaxin Receptor RXFP1; Relaxin receptor 1 (Homo sapiens), Q9HBX9; HEK293-RXFP1, relaxin-stimulated cAMP HTRF, 30 min; active compounds read low; activity change, negative = inhibition, % at 57.5 µM; hit rate 0.59% among 350,000; AID 1259400, 2018;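 active means activity change of -60% or lower, but not beyond a set lower limit; inconclusive means change between -60% and -40%, or beyond the set limit; inactive means change above -40%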; further: on the % scale 0 is the no-effect control and ±100 the full control effect
D1 antag: Antagonist of Human D 1 Dopamine Receptor: qHTS; hit rate 3.2% among 360,000; HEK293 TREx D1 cells, calcium flux, dopamine EC80; active compounds read low; activity change, negative = inhibition, % at 10 µM; AID 504652, 2011; in the data active means activity change below about -30%; further: on the % scale 0 is the no-effect control and ±100 the full control effect
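HEK293 T-REx cells expressing inducible, force-coupled D1 receptor; no-wash Ca dye, 30–90 min RT. Cmpd → 180 s read at 1 Hz → EC80 DA → 180 s read.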
D2 ag: HTS Assay for Allosteric Agonists of the Human D2 Dopamine Receptor: Primary Screen for Agonists. hit rate 0.53% among 340,000. activation, % at 2 µM. AID 485358, 2010. D(2) dopamine receptor (Homo sapiens), P14416. HEK293 T-REx D2 cells, calcium flux agonist mode;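 active means activation over 3 SD above normal in the single-dose calcium agonist read, cut at about 30% in these data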; further: 0% is about no effect
Target sequence (P14416 whole entry, looked up): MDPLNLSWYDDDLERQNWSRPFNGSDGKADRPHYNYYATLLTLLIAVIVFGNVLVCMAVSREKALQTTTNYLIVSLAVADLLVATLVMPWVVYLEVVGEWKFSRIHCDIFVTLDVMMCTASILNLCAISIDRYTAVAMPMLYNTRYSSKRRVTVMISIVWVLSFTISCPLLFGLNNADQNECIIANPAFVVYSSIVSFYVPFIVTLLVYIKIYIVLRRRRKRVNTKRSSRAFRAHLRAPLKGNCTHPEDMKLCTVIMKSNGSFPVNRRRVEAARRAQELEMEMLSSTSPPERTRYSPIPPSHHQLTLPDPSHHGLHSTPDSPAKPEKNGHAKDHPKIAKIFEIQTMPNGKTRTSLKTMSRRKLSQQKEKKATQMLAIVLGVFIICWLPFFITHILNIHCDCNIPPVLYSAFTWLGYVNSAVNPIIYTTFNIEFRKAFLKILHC
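HEK293 Trex D2 cells, tetracycline-induced, o/n 30 C 5% CO2; no-wash Ca dye, RT 30–90 min; 10-cycle baseline, 23 nl cpd added, kinetic Ca read 180 s; agonist hits = positive Ca response.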
D2 potentiator: HTS Assay for Positive Allosteric Modulators of the Human D2 Dopamine Receptor: Primary Screen for Potentiators; HEK293 T-REx D2, calcium flux, EC20 dopamine potentiation; potentiation, % at 10 µM; hit rate 0.34% among 340,000; AID 485347, 2010;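 active means potentiation over 3 SD above the plate norm, cut at about 30% in these data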; further: 0% is about no effect
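Primary screen. Calcium kinetics in induced HEK293 T-REx D2 cells: compound pre-addition 180 s, EC20 dopamine, 180 s more.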
D1 potentiator: Potentiators of Human D1 Dopamine Receptor: qHTS; HEK293 TREx D1 cells, calcium flux, dopamine EC20 potentiation; potentiation, % at 10 µM; hit rate 0.036% among 360,000; in the data active means potentiation above about 30%; further: 0% is about no effect
D2 antagonist: HTS Assay for Allosteric Antagonists of the Human D2 Dopamine Receptor: Primary Screen for Antagonists; HEK293 TREx D2 cells, calcium flux, dopamine EC80; inhibition, % at 10 µM; D(2) dopamine receptor (Homo sapiens), P14416; hit rate 2% among 340,000; in the data active means inhibition above about 30%; further: 0% is about no effect
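Compounds are added to dye-loaded, induced HEK293 T-REx cells coupled to calcium release via D2; after a 3 min kinetic read an EC80 dopamine stimulus is given and fluorescence is recorded for 3 more min.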
D1 ag: Allosteric Agonists of the Human D1 Dopamine Receptor: qHTS | D(1A) dopamine receptor (Homo sapiens), P21728 | HEK293 T-REx D1 cells, calcium flux, agonist mode | activation, % at 2 µM | hit rate 1% among 360,000; further: 0% is about no effect
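Inducible HEK293 T-REx D1 cells, force-coupled to calcium signalling, were plated at 4000 cells/well with tetracycline and held overnight at 30 C. After no-wash calcium dye loading, compound-evoked calcium rise over 180 s flagged agonists.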
TRHR agonist: qHTS for Small Molecule Agonists and Allosteric Enhancers of Human TRH Receptor: Primary Screen for Agonists; TRHR cells, calcium flux fluo-8, FDSS agonist mode; activation, % at 2 µM; hit rate 0.18% among 360,000; further: 0% is about no effect
Target sequence (P34981 whole entry, looked up): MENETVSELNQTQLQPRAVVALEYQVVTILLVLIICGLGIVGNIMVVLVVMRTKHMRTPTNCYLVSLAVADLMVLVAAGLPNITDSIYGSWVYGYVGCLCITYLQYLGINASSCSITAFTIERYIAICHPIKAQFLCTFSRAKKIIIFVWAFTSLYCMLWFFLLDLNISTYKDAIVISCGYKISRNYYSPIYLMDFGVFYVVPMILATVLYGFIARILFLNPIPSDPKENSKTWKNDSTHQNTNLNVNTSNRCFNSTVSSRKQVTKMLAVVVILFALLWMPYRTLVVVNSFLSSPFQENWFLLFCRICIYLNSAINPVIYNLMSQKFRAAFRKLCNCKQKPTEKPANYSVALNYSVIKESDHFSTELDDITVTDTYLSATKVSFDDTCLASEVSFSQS
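TRHR-expressing cells, plated overnight in medium with 10% serum, were loaded with fluo-8 calcium dye at room temperature. After a 10 s baseline, library compound was pin-added and calcium release was recorded kinetically (ex 480/em 530) as agonist response.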
TRHR PAM: qHTS for Small Molecule Agonists and Allosteric Enhancers of Human TRH Receptor: Primary Screen for Enhancers; Thyrotropin-releasing hormone receptor (Homo sapiens), P34981; TRHR cells, fluo-8 calcium fluorescence, EC20 TRH enhancement; enhancement, % at 2 µM; hit rate 0.66% among 360,000; AID 493056, 2011; in the data active means enhancement above about 30%; further: 0% is about no effect
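TRHR-expressing cells loaded with fluo-8 calcium dye were read kinetically (ex 480/em 530) during compound addition, then stimulated with an EC20 of TRH (10 nM final). Enhancement of the Gq-mediated intracellular calcium response was scored.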
Starred values were filed as active, the others as inactive. Unless noted, no stated cut-off is given here; in the data, active means activation above about 30%; inactive means the rest.

COc1ccc(C2C(C#N)=C(N)N(N(C)C)C3=C2C(=O)CCC3)cc1 (configuration not stated) was read as RXFP1 antagonist 2, D1 antag 18, D2 ag 0.1, D2 potentiator 2, D1 potentiator 3, D2 antagonist 2, D1 ag 1, TRHR agonist 0.5 and TRHR PAM 6.
`COc1ccc(OCCC(=O)Nc2ccccc2)cc1` gave RXFP1 antagonist -2, D1 antag -1, D2 ag 15, D2 potentiator -1, D1 potentiator -2, D2 antagonist 12, D1 ag 3, TRHR agonist -0.1 and TRHR PAM 8.
Screening Cc1ccc(OCC(=O)Nc2ccccc2C(=O)N2CCCC2)cc1 returned RXFP1 antagonist -6, D1 antag -22, D2 ag -0.5, D2 potentiator -2, D1 potentiator -5, D2 antagonist -30, D1 ag 3, TRHR agonist 0.7 and TRHR PAM 0.
Screening O=C(NCC(c1cccs1)N1CCOCC1)C1CCN(S(=O)(=O)c2ccccc2C(F)(F)F)CC1 (configuration not stated) returned RXFP1 antagonist 4, D1 antag -3, D2 ag 0.2, D2 potentiator -16, D1 potentiator 4, D2 antagonist -2, D1 ag 2, TRHR agonist -0.8 and TRHR PAM -1.
For CCc1nnc(NC(=O)CCc2ccc(C)o2)s1 the results were RXFP1 antagonist -7, D1 antag 0, D2 ag -0.5, D2 potentiator -1, D1 potentiator 6, D2 antagonist 16, D1 ag 0, TRHR agonist -0.1 and TRHR PAM -2.
Screening COCCn1c(-c2ccco2)nc2nc3ccccc3nc21 returned RXFP1 antagonist -1, D1 antag -2, D2 ag 2.4, D1 potentiator 1, D2 antagonist 5, D1 ag 3, TRHR agonist 1.6 and TRHR PAM -4.
`CCC1Oc2ccccc2N(CC(=O)Nc2ccc(OC)cc2OC)C1=O` (configuration not stated) gave RXFP1 antagonist 0, D1 antag -1, D1 potentiator -2, D1 ag 5, TRHR agonist -0.1 and TRHR PAM -4.
COc1ccc(C2Nc3ccccc3C(=O)N2Cc2ccccc2)cc1COc1ccc(Cl)cc1Cl (configuration not stated) was read as D1 antag -3, D1 potentiator -1, D1 ag 6, TRHR agonist 0.0 and TRHR PAM 0.
`O=C(NCCN1CCOCC1)c1cc(-c2ccccc2Cl)on1` gave RXFP1 antagonist -4, D1 antag 7, D2 ag 0.2, D2 potentiator 2, D1 potentiator 0, D2 antagonist -14, D1 ag 0, TRHR agonist 0.9 and TRHR PAM 3.
For COc1nccnc1NS(=O)(=O)c1ccc(NC(=S)NC(=O)/C=C/c2ccc(F)cc2)cc1 the results were D1 antag -38*, D2 potentiator 3, D1 potentiator -16, D1 ag -2, TRHR agonist -0.9 and TRHR PAM -8.
For Cc1nn(-c2cccc3cccnc23)c(=O)c2ccccc12 the results were RXFP1 antagonist 4, D1 antag 16, D2 ag 0.1, D2 potentiator -19, D1 potentiator 3, D2 antagonist -7, D1 ag 0, TRHR agonist 0.2 and TRHR PAM 1.
CCOc1ccc(NC(=O)CCc2c(C)nc3c(c(C)nn3-c3ccccc3)c2C)cc1 was read as RXFP1 antagonist -4, D1 antag 1, D2 ag 0.7, D2 potentiator -2, D1 potentiator 0, D1 ag -1, TRHR agonist 0.4 and TRHR PAM 1.
Screening COc1ccc(S(=O)(=O)N(C)C)cc1NC(=O)CSC(C)C(=O)Nc1cc(C)on1 (configuration not stated) returned RXFP1 antagonist 4, D1 antag 9, D2 ag 0.4, D2 potentiator -27, D1 potentiator -10, D2 antagonist 72*, D1 ag 2, TRHR agonist -0.1 and TRHR PAM 0.
CC(=O)C1=C(C)N(c2ccccc2)C(=O)C1(NS(=O)(=O)c1ccc(N)cc1)C(F)(F)F (configuration not stated) was read as RXFP1 antagonist 2, D1 antag -2, D2 ag 0.6, D2 potentiator -3, D1 potentiator 1, D2 antagonist 19, D1 ag 2, TRHR agonist 0.2 and TRHR PAM 6.
COc1cc(-c2nnc3sc(-c4ccco4)nn23)cc(OC)c1OC was read as RXFP1 antagonist -4, D1 antag -2, D2 ag 0.8, D2 potentiator -3, D1 potentiator -5, D2 antagonist 22, D1 ag 3, TRHR agonist -0.1 and TRHR PAM -9.
`O=C1CN(CC(=O)Nc2ccc(SC(F)F)cc2)CCN1` gave RXFP1 antagonist 1, D1 antag 24, D2 ag -0.7, D2 potentiator -3, D1 potentiator 7, D2 antagonist 11, D1 ag 7, TRHR agonist 0.0 and TRHR PAM 6.
Screening Cc1ccc2ncc([N+](=O)[O-])n2c1 returned RXFP1 antagonist -6, D1 antag -5, D2 ag 0.0, D2 potentiator -7, D1 potentiator -3, D2 antagonist -3, D1 ag 0, TRHR agonist 0.6 and TRHR PAM 1.
For CCN(CC)S(=O)(=O)c1ccc2c(c1)N(CC(=O)NCCCN1CCN(c3ccc(OC)cc3)CC1)C(=O)CO2 the results were RXFP1 antagonist -6, D1 antag -3, D2 ag 2.3, D2 potentiator -15, D1 potentiator -2, D1 ag 0, TRHR agonist -0.6 and TRHR PAM 19.
Screening O=C(Cc1ccc(F)cc1)N(c1ccc(F)cc1)C1C=CS(=O)(=O)C1 (configuration not stated) returned RXFP1 antagonist 8, D1 antag 16, D2 ag -1.3, D2 potentiator -15, D1 potentiator -7, D2 antagonist -10, D1 ag 3, TRHR agonist 3.1 and TRHR PAM -14.
Screening O=C(Nc1ccc(Cc2ccncc2)cc1)c1ccc(N2CCOCC2)c([N+](=O)[O-])c1 returned RXFP1 antagonist inconclusive, D1 antag -44*, D2 ag 0.8, D2 potentiator 2, D1 potentiator 2, D2 antagonist -14, D1 ag 12, TRHR agonist -0.2 and TRHR PAM -5.
For Cc1nn(C(C)C)c(C)c1[C@@H]1C[C@H]2CN(Cc3cccc(Cl)c3)C(=O)[C@]23CCCN13 the results were RXFP1 antagonist -7, D1 antag -4, D2 ag -0.5, D2 potentiator 9, D1 potentiator -13, D2 antagonist -13, D1 ag 2, TRHR agonist 0.3 and TRHR PAM 3.
Screening Clc1ccc2c(N/N=C/c3ccc(Br)cc3)ccnc2c1 returned RXFP1 antagonist -17, D1 antag -43*, D2 ag -1.9, D2 potentiator -3, D1 potentiator -7, D2 antagonist -3, D1 ag 8, TRHR agonist -0.9 and TRHR PAM 13.
For O=C(Cc1nnc(-c2nc3ccccc3[nH]2)o1)Nc1cc(C(F)(F)F)ccc1Cl the results were D1 antag 1, D1 potentiator -7, D1 ag 3, TRHR agonist 0.2 and TRHR PAM 2.
COc1ccc(CNC(=S)NC2CCCCC2)cc1 was read as RXFP1 antagonist 14, D1 antag 12, D2 ag 4.4, D2 potentiator 8, D1 potentiator 3, D2 antagonist -1, D1 ag 1, TRHR agonist -0.3 and TRHR PAM -8.
Screening CCOc1ccc(N2CC(NC(=O)c3cc4ccccc4o3)CC2=O)cc1 (configuration not stated) returned RXFP1 antagonist 0, D2 ag -0.7, D2 potentiator 11, D1 potentiator -1, D1 ag 4, TRHR agonist -0.1 and TRHR PAM -2.
Screening CCN(CC)CCSc1c(C(C)C)cnc2c1c(=O)n(C)c(=O)n2C returned RXFP1 antagonist 3, D1 antag -4, D2 ag 0.6, D2 potentiator -3, D1 potentiator 0, D1 ag -1, TRHR agonist -0.3 and TRHR PAM -10.
`CCC(C)NC(=O)CSc1c2c(nc3cc(Cl)ccc13)CCCC2` (configuration not stated) gave RXFP1 antagonist -2, D1 antag 0, D2 ag -0.2, D2 potentiator 4, D1 potentiator -2, D1 ag -1, TRHR agonist -1.1 and TRHR PAM -1.
c1ccc(-n2ncc3c(NCc4cccnc4)ncnc32)cc1 was read as RXFP1 antagonist 1, D1 antag -2, D2 ag 2.0, D2 potentiator -19, D1 potentiator -1, D2 antagonist 7, D1 ag 2, TRHR agonist -0.3 and TRHR PAM -4.
`O=C(c1cc(-c2ccccc2O)on1)N1CCCC1` gave RXFP1 antagonist -8, D1 antag 0, D2 ag -0.7, D2 potentiator -11, D1 potentiator -4, D2 antagonist -2, D1 ag 2, TRHR agonist -0.1 and TRHR PAM 5.
For CCc1cccc2c(C(=O)COC(=O)c3c(C)noc3C)c[nH]c12 the results were RXFP1 antagonist -19, D1 antag 7, D2 ag 0.1, D2 potentiator 1, D1 potentiator 2, D2 antagonist 24, D1 ag 21, TRHR agonist 0.3 and TRHR PAM 5.
Screening O=C(Nc1cc(Cl)cc(Cl)c1)c1cc(S(=O)(=O)N2CCc3ccccc3C2)ccc1F returned RXFP1 antagonist -4, D1 antag 3, D2 ag 0.5, D2 potentiator 5, D1 potentiator 0, D1 ag 2, TRHR agonist 0.8 and TRHR PAM 1.
For CNC(=S)N/N=C/c1ccc(OCC(=O)Nc2c(C)cc(C)cc2C)c(OC)c1 the results were RXFP1 antagonist 10, D1 antag 10, D2 ag 0.5, D2 potentiator -1, D1 potentiator 8, D2 antagonist -1, D1 ag 1, TRHR agonist -0.1 and TRHR PAM 5.
For CC(Sc1ccc(Cl)cc1)C(=O)NNC(=O)c1ccncc1 (configuration not stated) the results were RXFP1 antagonist 9, D1 antag 6, D2 ag 0.4, D2 potentiator 5, D1 potentiator -3, D2 antagonist -7, D1 ag 4, TRHR agonist 1.4 and TRHR PAM 13.
Screening CC(=O)c1ccc(NC(=O)Nc2ccc(Br)cc2C)cc1 returned RXFP1 antagonist -5, D1 antag -35*, D2 ag 1.8, D2 potentiator -5, D1 potentiator -11, D2 antagonist -7, D1 ag 21, TRHR agonist 0.5 and TRHR PAM 3.
For CC(O)CSc1nc2c(c(=O)[nH]c(=O)n2C)n1Cc1ccccc1 (configuration not stated) the results were RXFP1 antagonist -6, D1 antag 1, D1 potentiator 3, D1 ag 2, TRHR agonist 0.1 and TRHR PAM 13.
